uPA generation: inhibitors of cell surface uPA generation | cell surface uPA generation assay, qHTS | actives 0.31% (n = 330,000) | Potency, µM (doses to about 38.3 µM), for the others: at the highest dose activity change, negative = inhibition, actives largely listed as inhibitors | AID 540303; active = well fitted inhibition curve with a large enough effect; inconclusive = small, poorly fitted or top-dose-only effect; inactive = no such curve, though single readings can be large or run the other way; tested in mouse RAW 264.7 cells; note: % is set by controls: 0 for no effect and ±100 for the full control effect; nearly all actives have a fitted effect of over 55% in size
p53 reactivator: re-activators of mutant p53; H1299 p53-A138V BP100-luciferase reporter, luminescence, 24 h; Potency, µM (titrated, usually from 92.2 µM), inactives show at the highest dose activity change, positive = activation, actives largely listed as activators; actives 0.063% (n = 320,000); AID 504706; note: % of control where 0% means no effect; nearly all actives have a fitted effect of over 45% in size
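H1299 (p53-null), stable ts p53-A138V + BP100-Luc; 1000 cells/well, Opti-MEM/10% FBS; cpd 4 pt, 1:5; 24 h, 37 deg C, 5% CO2; detection reagent 10 min RT; luminescence.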
Rab9 promoter act: Rab9 promoter activation; actives 2.8% (n = 320,000); Huh7 Rab9 promoter-luciferase reporter, luminescence, 24 h; Potency, µM (doses to about 9.22 µM), without a hit: at the top dose activation, negative = inhibition, actives largely listed as activators; note: % of control where 0% means no effect; nearly all actives have a fitted effect of over 60% in size
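Huh7 cells stably carrying a Rab9 promoter-luciferase reporter, 1500 cells per well in OP-MEM I with 10% FBS, treated with compound 24 hours at 37C. Luciferase activity read by luminescence after 10 minutes with Amplite reagent.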
NPC1 promoter act: activates the NPC1 promoter. Huh7 NPC1 promoter luciferase reporter, 24 h. Potency, µM (series often up to 9.22 µM), for the others: top-dose activation, usual class: activators. actives 2.4% (n = 320,000). AID 485313;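 note: % of control where 0% means no effect; nearly all actives have a fitted effect of over 60% in size; reporter is driven by a mutant NPC1 promoter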
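Compounds in DMSO were transferred onto Huh7 NPC1-luciferase reporter cells pre-incubated 2 h; after 24 h at 37 °C, Amplite reagent was dispensed and luminescence recorded 10 min later.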
RORgamma inh: ROR gamma (mouse) transcription inhibition; P51450; Drosophila S2 Gal4-RORgamma UAS-luciferase reporter, 20 h; Potency, µM (doses to about 53.6 µM), for inactives: at the highest dose activity change, negative = inhibition, most hits filed as inhibitors; actives 5.4% (n = 310,000); AID 2551; note: % is set by controls: 0 for no effect and ±100 for the full control effect; nearly all actives have a fitted effect of over 60% in size
Target sequence (P51450 whole entry, looked up, the tested form may be a part): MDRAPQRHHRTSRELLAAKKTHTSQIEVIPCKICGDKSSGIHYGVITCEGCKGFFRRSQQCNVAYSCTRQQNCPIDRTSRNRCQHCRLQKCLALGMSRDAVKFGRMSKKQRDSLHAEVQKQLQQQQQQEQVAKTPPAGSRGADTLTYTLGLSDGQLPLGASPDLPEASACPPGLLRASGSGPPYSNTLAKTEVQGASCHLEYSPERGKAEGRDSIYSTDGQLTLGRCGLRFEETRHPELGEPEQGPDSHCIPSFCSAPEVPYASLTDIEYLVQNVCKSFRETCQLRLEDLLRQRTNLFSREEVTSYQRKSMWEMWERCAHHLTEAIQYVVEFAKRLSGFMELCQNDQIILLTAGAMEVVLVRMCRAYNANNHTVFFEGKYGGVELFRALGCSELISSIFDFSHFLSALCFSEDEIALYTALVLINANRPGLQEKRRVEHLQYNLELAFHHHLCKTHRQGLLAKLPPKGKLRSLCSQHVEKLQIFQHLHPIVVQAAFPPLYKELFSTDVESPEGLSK
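Luminescence from a UAS-regulated Photinus luciferase reporter in stably transfected Drosophila Schneider cells is measured; decreased signal marks ROR gamma inhibition. Fusion expression is induced by 700 uM copper sulfate for 20 hr.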
VP16 counter: inhibits Gal4-VP16 luciferase reporter, ROR gamma counter-screen; actives 3.5% (n = 310,000); Drosophila S2 Gal4-VP16 UAS-luciferase, luminescence, 20 h; Potency, µM (doses to about 53.6 µM), for inactives: at the highest dose activity, negative = inhibition, actives largely listed as inhibitors;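 note: Gal4-VP16 expression switched on by copper sulfate through the metallothionein promoter; % is set by controls: 0 for no effect and ±100 for the full control effect; nearly all actives have a fitted effect of over 50% in size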
BRCA1 expr act: activators of BRCA1 expression. AID 624202. Potency, µM (series often up to 46.1 µM), inactives show at the highest dose activation, most hits filed as activators. MCF7-BRCA1-FFLuc reporter, luminescence, 48 h; response scale: scaled: vehicle 0%, 10 µM genistein 100%. actives 1.1% (n = 380,000); note: nearly all actives have a fitted effect of over 80% in size; some results filed as inactive show a strong effect at the top dose
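Compounds are tested at multiple concentrations on MCF7 BRCA1-luciferase reporter cells seeded at 2000 per well; after 48 h, a single luminescence end-point is taken and curves fitted to the normalized data.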
FLuc counter: inhibits or activates purified firefly luciferase, miR-21 counter-screen; actives 6.9% (n = 360,000); Potency, µM (highest dose often 57.5 µM), without a hit: at the top dose activity change, negative = inhibition, most hits filed as inhibitors; P08659; purified FLuc, Km substrates, luminescence inhibition;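 note: plate controls were vehicle for no effect and reference inhibitor for full effect; nearly all actives have a fitted effect of over 55% in size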
Target sequence (P08659 whole entry, looked up): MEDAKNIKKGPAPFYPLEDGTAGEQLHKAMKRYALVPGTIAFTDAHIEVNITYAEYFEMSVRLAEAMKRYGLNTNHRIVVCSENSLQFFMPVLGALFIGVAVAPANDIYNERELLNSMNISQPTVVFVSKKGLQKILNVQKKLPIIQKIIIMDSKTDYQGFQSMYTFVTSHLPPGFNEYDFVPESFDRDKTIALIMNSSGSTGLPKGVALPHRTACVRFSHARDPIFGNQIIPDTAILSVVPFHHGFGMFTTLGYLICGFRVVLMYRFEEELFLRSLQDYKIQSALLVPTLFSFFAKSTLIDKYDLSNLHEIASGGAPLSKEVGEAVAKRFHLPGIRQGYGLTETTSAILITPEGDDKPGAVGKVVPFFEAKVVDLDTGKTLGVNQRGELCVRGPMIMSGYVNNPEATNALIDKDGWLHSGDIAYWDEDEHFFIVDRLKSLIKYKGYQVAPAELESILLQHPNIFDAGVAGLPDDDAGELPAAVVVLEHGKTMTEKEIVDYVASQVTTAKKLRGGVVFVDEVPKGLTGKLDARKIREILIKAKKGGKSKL
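Purified P. pyralis luciferase (10nM final) with 10uM D-luciferin and 10uM ATP (Km levels) in 50mM Tris acetate pH 7.5, 10mM Mg acetate, 0.01% Tween-20, 0.05% BSA; qHTS 6-point titration, ~60 µM downward; luminescence read.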
MBNL1 CUG block: MBNL1-poly(CUG) RNA binding inhibition; Potency, µM (highest dose often 57.5 µM), without a hit: top-dose activity change, negative = inhibition, most hits filed as inhibitors; TR-FRET MBNL1-His/biotin-(CUG)12 binding, 665/545 ratio; actives 0.036% (n = 280,000); Q9NR56; AID 2675; active = well fitted inhibition curve with a large enough effect in the signal ratio, with a control signal flat, not every such curve was filed as active; inconclusive = small, poorly fitted or top-dose-only effect, or effect the other way, or a change in a side signal; inactive = no such curve, though single readings can be large or run the other way; the % refers to the signal ratio; note: % is set by controls: 0 for no effect and ±100 for the full control effect
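Inhibition of protein-RNA binding appears as loss of TR-FRET between terbium anti-His antibody on MBNL1-His and streptavidin-XL665 on biotin-(CUG)12. Activity is normalized to buffer-only and uninhibited-complex controls.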
ELG1 genotox: inducers of genotoxicity in HEK293T ELG1-luciferase cells; HEK293T ELG1-luciferase reporter, luminescence, 16 h; Potency, µM (highest dose often 46 µM), inactives show at the highest dose activity change, positive = activation, usual class: activators; actives 1.3% (n = 330,000); AID 504466; note: % of control where 0% means no effect; nearly all actives have a fitted effect of over 60% in size
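Step 1: seed 2,000 HEK293T ELG1-luciferase cells per well. Step 2: add compound or DMSO, incubate 16 hr at 37 °C. Step 3: ONE-Glo, 30 min at room temperature, read luminescence.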
* hit, by the source's call; ? = inconclusive; · = no result given; & = joins results of further samples; [ ] = remark or other dose. Unless noted, calls come from the whole dose curve; as a rule, active = well fitted curve in the direction sought with a large enough effect; inconclusive = small, poorly fitted or top-dose-only effect, or another doubt; inactive = no such curve, though single readings can be large; an effect the other way counts as inactive or inconclusive. Potency is the fitted concentration of half-maximal effect.

SMILES	uPA generation	p53 reactivator	Rab9 promoter act	NPC1 promoter act	RORgamma inh	VP16 counter	BRCA1 expr act	FLuc counter	MBNL1 CUG block	ELG1 genotox
O=C1CC(N2CCN(Cc3ccc4c(c3)OCO4)CC2)C(=O)N1Cc1ccc(N2CCCC2=O)cc1 (stereo not given)	-5.8%	-1.3%	-3.1%	-1.9%	4.6%	2.8%	0.0%	0.2%	-8.2%	-3.8%
CN(C)S(=O)(=O)c1ccc(Cl)c(NC(=O)CSc2nc3c(cc2C#N)C(=O)CC(C)(C)C3)c1	6.3%	-6.2%	-5.8%	-4.3%	?	?	-28.1%	4.6%	·	8.0%
CC(C)(O)c1nnn(-c2ccccc2)c1C(F)(F)F	0.6%	0.8%	-2.1%	7.7%	13.0%[10 µM]	-3.3%	0.0%	-5.6%	-9.0%	3.7%
CCCn1c(=O)[nH]c(=O)c2c1nc(-c1ccccc1)n2CCN1CCOCC1	0.3%	-6.3%	-4.4%	-5.0%	-9.1%	0.1%	-19.7%	-0.4%	1.6%	7.9%
O=S(=O)(NCC1CCCO1)c1ccc(S(=O)(=O)N(Cc2ccccn2)C2CC2)cc1 (stereo not given)	1.2%	-19.0%	-5.7%	-2.8%	14.6%	?	-7.8%	-1.8%	-7.4%	-1.8%
Cc1ccc2cc(CN(CCN3CCCC3)C(=O)Nc3ccc(F)cc3)c(=O)[nH]c2c1C	-9.0%	-1.7%	-4.8%	-0.6%	-16.2%	-0.6%	-40.5%	-1.2%	-6.3%	18.5%
CNC(=S)N1CCN(c2c(F)cc3c(=O)c(C(=O)O)cn(C4CC4)c3c2OC)CC1C (stereo not given)	3.0%	0.9%	12.0%	-0.7%	-21.3%	-2.9%	-4.2%	1.0%	-6.3%	-0.1%
Cc1ccc(N(CC(=O)NCc2ccccc2Cl)S(=O)(=O)c2c(C)noc2C)cc1	0.1%	2.7%	2.5%	-2.8%	2.8%	23.4%	-24.6%	1.4%	-1.6%	-4.1%
COc1cc(OC)cc(C(=O)OCC(=O)Nc2sccc2C(N)=O)c1	12.1%	-0.2%	1.2%	-2.0%	?	-14.8%	-18.5%	15.1µM*	-0.4%	-11.0%
N#CCCNC(=O)CCN1CCOCC1	-0.4%	-2.4%	3.6%	3.3%	14.8%	0.0%	-12.0%	1.9%	3.3%	-0.6%
COc1c2ccoc2c(OC)c2oc(=O)ccc12	-7.2%	-1.0%	-5.6%	-3.4%	-28.6%&-19.3%	-4.3%&1.1%	21.1%	-3.4%	13.9%	-0.9%
CS(=O)(=O)N(CC(=O)NCCC1=CCCCC1)c1ccc2c(c1)OCO2	-9.8%	-11.4%	-1.6%	5.1%	34.5%	-11.0%	-3.5%	1.6%	5.1%	-0.3%
CC(C)NC(=O)c1ccc(-c2ccc(Cl)c(C(F)(F)F)c2)o1	·	-1.8%	-2.6%	-1.3%	8.6%	-14.4%	-0.5%	-2.1%	-7.3%	0.4%
COc1ccccc1C(=O)Nc1nnc(-c2ccco2)s1	-26.3%	28.6%	?	0.3%	?	?	-0.7%	2.69µM*	36.3%[activator]	1.64µM*
Nn1c(SCC(=O)N2CCOCC2)nnc1-c1ccc(Cl)cc1Cl	0.8%	-1.6%	2.9%	1.9%	-39.5%	6.8%	0.6%	0.2%	-7.0%	3.4%
CC(C)(C)c1ccc(C(=O)Nc2ccc(C=C(C#N)C#N)cc2)cc1	-6.4%	?	0.501µM*	?	5.01µM*	5.62µM*	38.4%	4.78µM*	-12.7%	?
O=P(O)(O)CCP(=O)(c1ccccc1)c1ccccc1	-1.8%	2.2%	5.3%	7.9%	-4.2%	3.0%	1.0%	-0.2%	-9.6%	-0.9%
N#Cc1nc(COc2ccccc2)oc1N1CCC(Cc2ccccc2)CC1	8.5%	15.0%	9.1%	3.2%	20.8%	1.5%	-26.7%	0.6%	0.2%	-5.8%
O=C(COc1ccc([N+](=O)[O-])cc1)Nc1ccc(N2CCCC2)cc1	0.0%	-15.1%	0.2%	3.5%	-10.0%	3.7%	7.4%	-0.5%	·	3.6%
Cc1ccc(S(=O)(=O)N(CC(=O)NCCSc2ccccn2)c2ccc(C)c(C)c2)cc1	-6.9%	-1.4%	-4.7%	-0.7%	?	-8.2%	-38.9%	1.6%	3.4%	-3.7%
Cc1ccc(C(=O)OCC(=O)Nc2nc(-c3ccccc3)cs2)cc1NC(=O)c1ccco1	-8.2%	-1.1%	15.7%	4.3%	42.5%	-17.3%	12.7%	4.3%	3.6%	-16.1%
O=C(N/N=C/c1ccc([N+](=O)[O-])o1)c1cc(-c2cccc(Br)c2)nc2ccccc12	-16.9%	0.0%	22.7%	-0.1%	3.16µM*	?	-85.4%	4.78µM*	13.3%	-3.3%
O=C(NC(=S)Nc1c(Cl)ccc2nsnc12)c1ccco1	6.7%	-0.3%	3.3%	0.3%	?	?	-24.8%	0.4%	?	-3.7%
CN1CCCc2cc3c(C(F)(F)F)cc(=O)oc3nc21	0.2%	17.2%	0.2%	-3.1%	12.1%	3.0%	2.0%	0.5%	19.4%	1.2%
Cc1ccc(/C=C2\SC(=S)N(Cc3ccccc3)C2=O)o1	4.0%	-8.9%	0.4%	12.1%	-33.1%	-5.0%	-10.2%	-17.6%	9.5%	1.8%
CC[C@@]1(C(=O)OC)N[C@H](CN(C)C(=O)Nc2ccc(F)cc2)[C@@H]2C(=O)N(Cc3ccccc3)C(=O)[C@@H]21	10.3%	-5.1%	·	·	·	·	0.0%	·	·	-1.9%
Cn1nnc2cc(C(=O)N3CCCCCC3)ccc21	1.1%	5.6%	3.7%	-2.3%	0.0%	-8.4%	9.0%	2.4%	-19.7%	1.6%
CCOC(=O)c1cn2nc(Oc3cccc(C(F)(F)F)c3)ccc2n1	-3.3%	-4.8%	0.1%	-0.9%	1.8%	-4.2%	-14.6%	2.7%	3.8%	2.5%
Cc1ccnc(NC(=O)Nc2ccc(Br)cc2Cl)c1	2.8%	6.2%	0.631µM*	1µM*	-1.4%	-16.1%	79.0%	0.477µM*	-11.1%	?
Cc1ccc(S(=O)(=O)N2CCN(C(=O)c3cc(-c4cccs4)nn3-c3ccccc3)CC2)cc1	1.3%	2.9%	-6.6%	-8.6%	·	·	-22.0%	6.0%	·	-0.4%
CCOc1ccc(S(=O)(=O)NCC2CCCO2)cc1NC(=O)c1ccccc1F (stereo not given)	2.4%	0.6%	3.8%	0.3%	-20.5%	2.0%	-8.0%	1.3%	1.0%	15.1%
Cc1cc(Cl)c(OCCOCCN2CCCC(C)C2)c(Br)c1 (stereo not given)	4.0%	-4.2%	-1.9%	-9.1%	-35.8%	-2.2%	-67.6%	-3.0%	-5.5%	-7.3%
CC(C)C(=O)N1CCN(c2ccccc2NC(=O)Cc2ccc(Cl)cc2)CC1	-1.8%	-2.0%	-0.4%	-10.1%	-1.9%	-6.9%	-38.9%	1.1%	2.1%	-1.3%
COc1ccccc1N(CCC#N)C(=O)CSc1nc(-c2ccccc2)cn1N	0.8%	1.0%	6.8%	7.3%	-7.8%	7.0%	4.7%	3.9%	-6.8%	-0.3%
O=C(N/C(=C\c1ccccc1)C(=O)N1CCCCC1)c1ccc(Br)o1	1.7%	-4.9%	-1.0%	-4.4%	8.9%	-4.2%	-8.9%	5.9%	-8.5%	-12.7%
O=c1c2c(n3cnnc3n1-c1ccccc1)-c1ccccc1CC21CCCCC1	-5.6%	-7.4%	-3.5%	-4.8%	-5.7%	-1.7%	-14.3%	4.8%	1.5%	1.3%
COCCOC(=O)c1c(NC(=O)CN(C)c2ccccc2)sc(C(N)=O)c1C	3.0%	0.8%	-12.1%	0.2%	-3.1%	-0.2%	-17.8%	-1.9%	142.3%[activator]	-5.2%
COc1ccc(C2=NOC(Cn3nc(C(=O)NCc4ccc5c(c4)OCO5)cc3-c3ccccc3)C2)cc1 (stereo not given)	14.3%	-1.4%	-1.8%	-0.6%	·	·	-9.2%	1.3%	·	-5.9%
COc1ccc(CN2CC(=O)N(c3cccc(Cl)c3)C2=S)cc1OC	-3.9%	-4.0%	-1.5%	-5.1%	1.1%	0.2%	-14.3%	-18.2%	-9.9%	-1.9%
Cc1ccc(C(C)C)c(OCCCCCN2CCOCC2)c1	1.2%	-2.1%	-6.8%	0.7%	-0.4%	0.7%	-12.0%	0.4%	2.2%	-3.4%
Cc1nc(NC(=O)c2cc3c(C)nn(-c4ccccc4)c3s2)sc1C(=O)Nc1ccccc1	11.1%	14.6%	-6.1%	-1.8%	0.4%	10.5%	-36.4%	-2.2%	-4.7%	-0.9%
CCOC(=O)N1CCN(S(=O)(=O)N2CCCC(C(=O)NCCc3ccc(C)cc3)C2)CC1 (stereo not given)	-3.1%	2.8%	-1.6%	-0.9%	21.3%	-2.5%	3.2%	-0.9%	1.0%	-4.8%

2 records drawn at random from the list so far, as already listed:
SMILES	uPA generation	p53 reactivator	Rab9 promoter act	NPC1 promoter act	RORgamma inh	VP16 counter	BRCA1 expr act	FLuc counter	MBNL1 CUG block	ELG1 genotox
COc1ccc(C2=NOC(Cn3nc(C(=O)NCc4ccc5c(c4)OCO5)cc3-c3ccccc3)C2)cc1 (stereo not given)	14.3%	-1.4%	-1.8%	-0.6%	·	·	-9.2%	1.3%	·	-5.9%
COc1ccc(CN2CC(=O)N(c3cccc(Cl)c3)C2=S)cc1OC	-3.9%	-4.0%	-1.5%	-5.1%	1.1%	0.2%	-14.3%	-18.2%	-9.9%	-1.9%

From PubChem BioAssay
